CXCR6 block = CXCR6 (human) receptor inhibition | O00574 | CHO-K1 PathHunter CXCR6 beta-arrestin, luminescence | inhibition, % at 20 µM | 360,000 compounds, 0.36% hits | AID 602244; in the data active = inhibition above about 34%, passing the limit was not always enough;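 note: antagonist mode with CXCL16 agonist at 10 nM final; 0% = 10 nM CXCL16 with DMSO and 100% = unstimulated wells without agonist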
Target sequence (O00574 whole entry, looked up): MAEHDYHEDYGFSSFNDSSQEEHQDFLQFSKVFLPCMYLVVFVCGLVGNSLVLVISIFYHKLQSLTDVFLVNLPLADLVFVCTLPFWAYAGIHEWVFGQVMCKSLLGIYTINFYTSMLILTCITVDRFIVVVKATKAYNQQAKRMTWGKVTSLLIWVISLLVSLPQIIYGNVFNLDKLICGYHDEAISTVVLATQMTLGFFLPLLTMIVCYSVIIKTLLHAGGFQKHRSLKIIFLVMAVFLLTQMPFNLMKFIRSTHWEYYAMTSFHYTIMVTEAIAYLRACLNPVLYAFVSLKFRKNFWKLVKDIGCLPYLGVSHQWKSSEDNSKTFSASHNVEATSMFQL
Numbers without * were called inactive. This is a subset (hit frequency here may not be typical).

Preview (three entries):
cpd	Structure	CXCR6 block
1	CCCc1ccc(C(O)c2ncc(-c3ccccc3C)[nH]2)cc1 (stereo unspecified)	-4
2	Cc1cc2[nH]c3c4ccccc4nc(C)c3c2cc1C	-6
3	C=CCn1c(C)cc(C(=O)CSc2nnc(NCc3ccccc3)s2)c1C	2

Main list, repeating the preview:
cpd	Structure	CXCR6 block
1	CCCc1ccc(C(O)c2ncc(-c3ccccc3C)[nH]2)cc1 (stereo unspecified)	-4
2	Cc1cc2[nH]c3c4ccccc4nc(C)c3c2cc1C	-6
3	C=CCn1c(C)cc(C(=O)CSc2nnc(NCc3ccccc3)s2)c1C	2
4	CCc1nc2c(OCc3ccc(C(F)(F)F)cc3)cccn2c1N(C)C(=O)CC(C)C	3
5	CC1=C(C(=O)N(C(C)C)C(C)C)CC(CC(=O)NCc2cccs2)C(=O)N1Cc1ccccc1 (stereo unspecified)	-4
6	CC(C)(C)NC(=O)CN1C(=O)c2cccc3cccc1c23	1
7	CN(C(=O)c1cccc(NC(=O)Cc2cccc(NC(=O)C3CCN(C(=O)C4CCCCC4)CC3)c2)c1)C1CC1	0
8	Cn1c(=O)c2cc(NC(=O)Cc3ccccc3F)ccc2n1Cc1ccc(Cl)cc1	-16
9	Cc1ccc2nc(-c3ccccc3)c(Cc3cccc(F)c3)n2c1	25
10	O=C(NCc1ccc(F)c(F)c1)c1cccc2c(-c3cccnc3)coc12	-12
11	C=CCn1c(SCC(=O)N2CCC(C)CC2)nc2c([nH]c3ccccc32)c1=O	0
12	CN(C)Cc1cc(OCc2ccccc2)cc(CN(C)C)c1O	1

Other compounds
cpd	Structure	CXCR6 block
13	NC(=O)NN=C1CCn2cccc21	-4
14	CC1(O)C(c2ccccc2)=Nc2ccccc21 (stereo unspecified)	0
15	Cc1cc2nc(C(C)(C)C)c(CC3CCCCC3)n2c(C)c1Br	-9
16	CN(Cc1ccccc1)C(=O)CN1C(=O)NC2(CCCc3sccc32)C1=O (stereo unspecified)	-2
17	CCC(c1nnnn1-c1c(C)cccc1C)N1CCN(C/C=C/c2ccccc2)CC1 (stereo unspecified)	10
18	Cc1ccc([C@H]2C[C@H](n3cc(COC(=O)c4ccccc4)nn3)[C@@H](O)CN2C(=O)c2cccs2)cc1	7
19	COc1cccc(-c2nc(Cl)nc3cc(Cl)ccc23)c1	3
20	O=C(Nc1ccc([N+](=O)[O-])cc1)OC1CCS(=O)(=O)C1 (stereo unspecified)	10
21	COc1cccc(NC(=O)Nc2nnc(COCCO)s2)c1	4
22	CN1CCN(C(=O)C[C@@H]2C[C@H]3c4cc(NC(=O)c5cccnc5)ccc4O[C@H]3[C@H](CO)O2)CC1	0
23	CCOC(=O)N1CCC2CC1c1cc(Cl)ccc12 (stereo unspecified)	0
24	CC(C)C[C@@H](COCc1cccc(Cl)c1)N1CCN(C(=O)c2cccc(C(F)(F)F)c2)CCC1=O	8

(list continues)
cpd	Structure	CXCR6 block
25	O=C(NCC1CCCCC1)c1ccc2nc([C@@H]3O[C@H](CO)[C@@H](O)[C@H]3O)[nH]c2c1	4
26	COc1cccc(-c2cnc(C(O)c3cc(C)ccc3C)[nH]2)c1 (stereo unspecified)	0
27	CC(C)CC1(C)CNC(=O)NC1	-6
28	COc1ccc(S(=O)(=O)N2CCCCC2)cc1C(=O)NC1CCS(=O)(=O)C1 (stereo unspecified)	-6
29	CC(C=Cc1ccccc1)=NNS(=O)(=O)c1ccc([N+](=O)[O-])cc1	10
30	C[C@@H]1CCCCO[C@@H](CN(C)Cc2ccc3c(c2)OCO3)[C@@H](C)CN([C@H](C)CO)C(=O)c2cc(NS(=O)(=O)c3ccccc3)ccc2O1	8
31	CN(C(=O)c1cccc(NC(=O)Cc2ccc(NC(=O)C3CCCN(C(=O)C4CCCC4)C3)cc2)c1)C1CCCC1 (stereo unspecified)	3
32	CCN(CCCNc1cc2c(c(N)c1S(=O)(=O)O)C(=O)c1ccccc1C2=O)c1ccccc1	35
33	COc1cccc(NS(=O)(=O)c2ccc3c(c2)C2C=CCC2C(c2ccc(C(=O)O)cc2)N3)c1 (stereo unspecified)	4
34	NC(Cc1ccc(Cl)cc1)c1csc(Nc2nccc(C(F)(F)F)n2)n1 (stereo unspecified)	-25
35	ClCCn1cnc2c(SCc3ccccc3)ncnc21	3
36	OC(c1cccnc1)c1nc(-c2cccc(F)c2)cs1 (stereo unspecified)	-2

(continued)
cpd	Structure	CXCR6 block
37	Cc1oc(-c2cccs2)cc1C(=O)N1CCC(C)(C(=O)NS(=O)(=O)C2CC2)C1 (stereo unspecified)	-4
38	O=C(C[C@H]1C[C@@H]2c3cc(NC(=O)c4ccc5c(c4)OCO5)ccc3O[C@@H]2[C@H](CO)O1)NCc1cc(F)ccc1F	-2
39	O=C(COC(=O)c1ccc(-c2ccccc2)cc1)Nc1ccccc1-c1ccccc1	-1
40	NC(=S)n1[nH]c(-c2ccc([N+](=O)[O-])cc2)c(N=Nc2ccc(Cl)cc2)c1=O	24
41	OCC(O)C1OC(Oc2ccccc2)C(O)C(O)C1O (stereo unspecified)	-10
42	C/C(=N\NC(=O)c1cc(-c2cccc([N+](=O)[O-])c2)n[nH]1)c1ccccc1O	-4
43	CCc1nc2c(OCc3cccc(OC)c3)cccn2c1N(C)C(=O)C(C)C	-3
44	COc1ccc(C(C)=NOC(=O)c2c(-c3ccccc3Cl)noc2C)cc1CN1CCOCC1	9
45	CCN(CC)CCNc1cccc2sc3ccccc3c(=O)c12	1
46	Cn1c(=O)c2c(ncn2CC(=O)OCC(=O)Nc2cccc(C#N)c2)n(C)c1=O	9
47	Cc1cc(C)c2cc(CN(CCO)Cc3nnnn3Cc3ccc(F)cc3)c(=O)[nH]c2c1	8
48	CCCCC(=O)N(C)c1c(CC)nc2c(OCc3ccc(C(F)(F)F)cc3)cccn12	5

(list continues)
cpd	Structure	CXCR6 block
49	CCc1nc2c(OCc3ccc(F)c(F)c3)cccn2c1N(C)C(=O)c1ccc(C)cc1	4
50	O=C(NCC(=O)N1CCN(C(c2ccccc2)c2ccccc2)CC1)c1ccccc1Br	10
51	CCC1(c2ccccc2)C(=O)N=C(N)N(C#N)C1=O (stereo unspecified)	4
52	O=C(c1ccoc1)N1CCN(c2cc(-c3ccccc3)nc3cc(-c4ccc(Br)cc4)nn23)CC1	0
53	Cc1noc(C)c1NC(=O)Nc1ccc2c(c1)C(=O)N([C@H](C)CO)C[C@H](C)[C@H](CN(C)C(=O)NC1CCCCC1)OCCCC[C@@H](C)O2	2
54	NNc1ccccc1C(F)(F)F	-1
55	CCCc1cc(=O)oc2cc(OCC(=O)N3CC[C@@]4(O)CCCC[C@H]4C3)ccc12	-1
56	CC(O)(c1ccccc1)c1nc(-c2csc3ccccc23)cs1 (stereo unspecified)	-8
57	CCCc1cc2c(cc1NC(=O)Cc1ccccc1)OCO2	-2
58	COc1ccc(CCNCC(O)COc2c(C)cccc2C)cc1OC (stereo unspecified)	9
59	COc1ccc(CN(C)C(=O)c2ccc(OCC(=O)Nc3cccc(C(F)(F)F)c3)c(OC)c2)cc1	0
60	Cc1ccc(F)cc1-c1cc2nc(NCCCN(C)C)n(C)c(=O)c2s1	-3

Sorted by the number under CXCR6 block (smallest number first): 7 from the list above
cpd	Structure	CXCR6 block
60	Cc1ccc(F)cc1-c1cc2nc(NCCCN(C)C)n(C)c(=O)c2s1	-3
57	CCCc1cc2c(cc1NC(=O)Cc1ccccc1)OCO2	-2
54	NNc1ccccc1C(F)(F)F	-1
52	O=C(c1ccoc1)N1CCN(c2cc(-c3ccccc3)nc3cc(-c4ccc(Br)cc4)nn23)CC1	0
53	Cc1noc(C)c1NC(=O)Nc1ccc2c(c1)C(=O)N([C@H](C)CO)C[C@H](C)[C@H](CN(C)C(=O)NC1CCCCC1)OCCCC[C@@H](C)O2	2
51	CCC1(c2ccccc2)C(=O)N=C(N)N(C#N)C1=O (stereo unspecified)	4
58	COc1ccc(CCNCC(O)COc2c(C)cccc2C)cc1OC (stereo unspecified)	9

Continuation:
cpd	Structure	CXCR6 block
61	CC(C(C(=O)N1CCCCC1)N1CCCCC1)N1CCCCC1 (stereo unspecified)	0
62	OC[C@@H]1CN(Cc2cccc(C(F)(F)F)c2)C[C@H](n2cnc3c(NCc4ccncc4)ncnc32)O1	-10
63	O=C(NC1CCCCC1)C1c2ccccc2OCC(=O)N1CCc1c[nH]c2ccccc12 (stereo unspecified)	-2
64	CCCCCc1ccnc(CC(=O)c2ccc(OC)cc2)c1	9
65	Cc1ccc2c(c1)C1CN(C)CCC1N2C(=O)Nc1ccc(Cl)cc1 (stereo unspecified)	0
66	COc1ccccc1Nc1cc(C)nc2c(C)cccc12	11
67	CC(C)(C)c1ccc(OCCCC(=O)Nc2nnc(C3CC3)s2)cc1	1
68	COc1ccc(CNC(=O)c2sc(=O)n(Cc3cc(C(C)=O)ccc3OC)c2C)cc1	-8
69	C=C(CN(C)C)C(=O)c1ccc(C)cc1C	88*
70	CCC1(CC)C(C#N)C(=O)NC(=O)C1C#N (stereo unspecified)	3
71	CC1(C)C(CC(=O)O)CC1C(=O)O (stereo unspecified)	0
72	CCC(=O)N1CCC1(C)C(=O)Nc1cccc(Oc2ccccc2)c1 (stereo unspecified)	0

Other structures follow:
cpd	Structure	CXCR6 block
73	COc1ccccc1C(=O)NNC(=O)CN(C)S(=O)(=O)c1ccc(Cl)cc1	-4
74	CC1=NN(C(N)=S)C(=O)C1N=Nc1ccccc1[N+](=O)[O-] (stereo unspecified)	5
75	Cn1nnc(NC(=S)NC(=O)c2ccc3ccccc3c2)n1	30
76	COc1ccc(C(C)C)cc1-c1cccc2nncn12	3
77	CCOC(=O)[C@]12CCCC=C1N(Cc1ccc3c(c1)OCO3)C(=O)[C@H](CC(=O)N1CCC(c3ccccc3)CC1)C2	18
78	COc1ccccc1N1CCN(c2nc(C)nc3c2oc2ccccc23)CC1	20
79	C#CCn1c(=NC(=O)c2sc3ccccc3c2Cl)sc2cc(S(N)(=O)=O)ccc21	2
80	C[C@H]1CN([C@@H](C)CO)C(=O)CCCn2cc(nn2)CO[C@@H]1CN(C)C(=O)Nc1ccc(-c2cccs2)cc1	3
81	CN1OC[C@@H]2CN(S(=O)(=O)c3cccc4ccccc34)[C@H](c3ccc(N4CCCCC4)cc3)C[C@@H]21	0
82	O=C(Nc1ccc(Oc2ccccc2)cc1)c1csc([C@@H]2O[C@H](CO)[C@H](O)[C@H](O)[C@H]2O)n1	48*
83	COCCCN1C(=O)C(CC(=O)NCc2ccco2)CC(C(=O)N(C(C)C)C(C)C)=C1C (stereo unspecified)	-6
84	Cc1cccc(C)c1NC(=O)C(c1ccccc1)N1CCC(Cc2ccccc2)CC1 (stereo unspecified)	6

Further entries:
cpd	Structure	CXCR6 block
85	CNc1nc(NCCCN2CCCC2=O)c2sccc2n1	-10
86	Cc1cccc(C)c1Cn1c(C)c(C(=O)NCc2cccc(Cl)c2)sc1=O	0
87	CC1(C)CC(=O)C=C(c2ccc(COC(=O)C3CC3)cc2)C1=O	0
88	C[C@H]1COC2=C1C(=O)C(=O)c1c2ccc2c1CCCC2(C)C	-2
89	c1cc(N2CCCCC2)nc(N2CCCCC2)n1	-2
90	Cc1cccc(CN(Nc2ccccc2)c2ccccc2)n1	5
91	CN1CCN(c2ccc(CNC(=O)c3ccc(-c4ccc(F)c(F)c4)c4ccoc34)cc2)CC1	3
92	Cc1cc2nc(-c3nnnn3-c3c(C)cccc3C)c(=O)[nH]c2cc1C	-6
93	COc1ccc(-c2cc3c(c4c2ccn4C)C2CCC3C2)cc1 (stereo unspecified)	-5
94	O=S1(=O)CC(N2CCN(CCO)CC2)CN1Cc1cn(Cc2ccc(C(F)(F)F)cc2)nn1 (stereo unspecified)	-8
95	CC(=O)Nc1ccc(C=C(C#N)c2ccc(C)cc2)cc1	4
96	Cc1ccc(OCCNC(=O)c2cccc(S(=O)(=O)N3CCN(Cc4ccccc4)CC3)c2)cc1	0

Next structures.
cpd	Structure	CXCR6 block
97	c1ccc(OCCNc2ccn3nc(-c4ccccc4)cc3n2)cc1	-4
98	c1ccc(-c2csc(CN3CCCCC3)n2)cc1	0
99	COc1ccc(Cl)cc1-c1cc(C(=O)Nc2ccc(C(C)(C)C)cc2)[nH]n1	-2
100	COc1ccc(C2=CC(=O)C[C@H](COCc3ccccc3)N(C(=O)OC(C)(C)C)O2)cc1	10
101	COc1cccc(CN(C)C(=O)c2ccc(S(=O)(=O)Nc3ccccc3C)cc2)c1OC	2
102	COc1ccc(N2CCN(CCCn3ccc(NC(=O)OCc4ccccc4)nc3=O)CC2)cc1	-3
103	CC(=O)C(=Cc1ccc(Cl)cc1)C(=O)c1ccccc1	29
104	O=C(Cc1cccc(NC(=O)C2CCN(S(=O)(=O)c3cccc([N+](=O)[O-])c3)CC2)c1)Nc1cccc(C(=O)N2CCCCC2)c1	-15
105	CCCCCC(=O)N1C[C@H](n2cc(COC(=O)c3ccccc3)nn2)[C@@H](O)C[C@@H]1c1ccc(Cl)cc1	3
106	COc1cccc(C(=O)c2ccncc2C(=O)O)c1OC	-2
107	COc1ccc(-c2nc3ccc(Cl)cn3c2Cc2ccccc2)cc1OC	6
108	CC(=O)Nc1cccc(-c2ccnc3c2CC(C(=O)NCc2ccncc2)O3)c1 (stereo unspecified)	-3

(cont.)
cpd	Structure	CXCR6 block
109	C[C@@H]1CN([C@H](C)CO)C(=O)CCCn2nncc2CO[C@@H]1CN(C)S(=O)(=O)c1ccc(-n2cccn2)cc1	4
110	COc1ccc(C(c2nnnn2-c2c(C)cccc2C)N2CCN(C/C=C/c3ccccc3)CC2)cc1 (stereo unspecified)	7
111	CN(C(=O)c1cccc(NC(=O)Cc2ccc(NC(=O)C3CCN(S(=O)(=O)c4cccc([N+](=O)[O-])c4)CC3)cc2)c1)C1CCCC1	-4
112	CC(C)NC(=O)C1(C#N)C=C1c1ccccc1 (stereo unspecified)	-12
113	O=C1NC(=O)C2(CCCC2c2ccccc2)N1 (stereo unspecified)	-5
114	CC(=O)Nc1cccc(/C(C)=N/NC(=O)c2cccc(S(=O)(=O)N3CCCC3)c2)c1	-4
115	Cc1cc(C)cc(C(O)c2ncc(-c3ccccc3C)[nH]2)c1 (stereo unspecified)	-2
116	CN(C)c1ccc(-c2csc(C(C)(O)c3cccc(F)c3)n2)cc1 (stereo unspecified)	-2
117	COC(=O)C[C@@H]1C[C@@H]2c3cc(NS(=O)(=O)c4ccc(F)cc4)ccc3O[C@@H]2[C@H](CO)O1	-1
118	CCCCNC(=O)c1ccccc1C(=O)NC1(C(=O)NCCCC)CCCC1	-7

From PubChem
